From PubChem BioAssay
DAX1 inh-1 = inhibitors of DAX1 repression of SF-1 activated StAR promoter | HEK293T StAR-luciferase reporter, SF-1/DAX-1 repression relief | inhibition, % at 6.8 µM | 1.1% of 370,000 active | AID 652010;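 active means inhibition above the mean over all tested compounds plus 3 SD, cut at about 3.6% in these data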;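 further: 0% = DAX-1 cells with DMSO and 100% = cells lacking DAX-1 with DMSO; higher inhibition means more luminescence from relief of DAX-1 repression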
sPLA2-III inh = Blocks human group III sPLA2 activity; Q9NZ20; QFRET BODIPY PC-A2 liposome hydrolysis, fluorescence; inhibition, % at 12.2 µM; 0.56% of 370,000 active;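 active means inhibition above mean plus 3 SD of compounds lying within the high and low control bounds, cut at about 19% in these data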;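 further: 0% = median of test compound wells and 100% = no enzyme DMSO wells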
Target sequence (Q9NZ20 whole entry, looked up): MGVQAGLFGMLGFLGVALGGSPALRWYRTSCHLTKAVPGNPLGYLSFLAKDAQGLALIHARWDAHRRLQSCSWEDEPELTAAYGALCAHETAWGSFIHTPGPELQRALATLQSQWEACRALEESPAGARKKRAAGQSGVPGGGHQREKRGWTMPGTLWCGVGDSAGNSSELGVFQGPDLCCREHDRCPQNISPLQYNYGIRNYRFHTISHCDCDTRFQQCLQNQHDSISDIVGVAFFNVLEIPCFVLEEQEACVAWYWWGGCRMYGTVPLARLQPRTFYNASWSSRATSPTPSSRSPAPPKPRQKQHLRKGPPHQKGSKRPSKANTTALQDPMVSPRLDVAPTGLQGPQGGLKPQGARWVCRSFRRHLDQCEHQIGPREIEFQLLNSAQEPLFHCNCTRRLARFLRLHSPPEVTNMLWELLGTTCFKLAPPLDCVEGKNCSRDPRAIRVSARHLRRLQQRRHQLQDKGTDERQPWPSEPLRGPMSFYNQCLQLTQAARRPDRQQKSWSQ
ADAM10 inh = inhibits human ADAM10; O14672; recombinant ADAM10, EDANS/DABCYL FRET peptide cleavage, 3 h; inhibition, % at 7 µM; 0.62% of 370,000 active;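 active means inhibition above a per-campaign cutoff equal to the mean of compounds falling between control-based bounds plus 3 SD, cut at about 20% in these data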;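 further: 0% = DMSO wells while the 100% control is not disclosed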
Target sequence (O14672 214-748 limits assumed): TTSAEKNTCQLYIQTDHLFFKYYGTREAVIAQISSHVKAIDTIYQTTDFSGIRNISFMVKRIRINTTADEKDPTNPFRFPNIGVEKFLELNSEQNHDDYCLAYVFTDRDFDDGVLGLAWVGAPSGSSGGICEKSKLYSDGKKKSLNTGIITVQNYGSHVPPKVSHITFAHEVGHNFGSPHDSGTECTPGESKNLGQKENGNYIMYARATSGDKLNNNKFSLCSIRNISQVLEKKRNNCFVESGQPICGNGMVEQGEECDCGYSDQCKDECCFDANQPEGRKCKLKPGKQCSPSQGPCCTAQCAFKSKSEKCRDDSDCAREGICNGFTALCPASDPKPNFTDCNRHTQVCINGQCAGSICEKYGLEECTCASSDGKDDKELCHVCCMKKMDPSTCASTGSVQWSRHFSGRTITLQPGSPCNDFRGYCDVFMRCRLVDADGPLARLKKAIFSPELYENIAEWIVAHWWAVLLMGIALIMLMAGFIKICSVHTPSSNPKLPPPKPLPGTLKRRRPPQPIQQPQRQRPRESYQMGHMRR
ADAM17 inh = inhibits human ADAM17; recombinant ADAM17, EDANS/DABCYL FRET peptide cleavage; 0.83% of 370,000 active; inhibition, % at 6.95 µM;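 active means inhibition above the mean of compounds lying between control limits plus 3 SD, set per campaign, cut at about 8.5% in these data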;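 further: 0% = DMSO-only wells as the low control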
hcDAF12 agonist = activators of H. contortus DAF-12 nuclear receptor | activation, % at 6.8 µM | HEK293 hcDAF-12 lit1-tk-luc reporter, luminescence; 0% DMSO, 100% Δ7-dafachronic acid | 1.4% of 370,000 active;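 active means activation above the mean of all tested compounds plus 3 SD, cut at about 5.5% in these data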;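 further: 100% = response to 3 µM Δ7-dafachronic acid high control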
DAX1 inh-2 = inhibits human nuclear receptor DAX1 | P51843 | HEK293 Gal4-DAX1 luciferase reporter, luminescence | inhibition, % at 6.75 µM | 0.99% of 340,000 active | AID 504766;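 active means inhibition above the mean over all tested compounds plus 3 SD, cut at about 4.2% in these data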;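 further: 0% = DAX1-transfected cells with DMSO and 100% = empty-vector control cells with DMSO; inhibition shows as a rise in luminescence from relieved DAX1 repression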
hgDAF-12 ag = hgDAF-12 agonism, primary luciferase screen | HEK293 GAL4-hgDAF12 UAS-luciferase reporter, agonist luminescence; normalized to butyrate control | activation, % at 6.8 µM | 1.8% of 370,000 active;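 active means activation above a cutoff set at the mean of all screened compounds plus 3 SD, cut at about 10% in these data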;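 further: 0% = DMSO wells and 100% = sodium butyrate wells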
PLC-gamma1 inh = PLC-gamma1 (human) inhibition, primary screen | P19174 | purified PLC-gamma1, fluorogenic substrate, fluorescence | AID 720700 | 0.84% of 370,000 active | inhibition, % at 12.2 µM; in the data active means inhibition above about 9.5%
FXN GAA850 act = frataxin GAA850 promoter activation | HEK293 lucGAA850 FXN promoter luciferase reporter, 24 h; percent of 10 µM SAHA response | activation, % at 6 µM | 0.56% of 360,000 active;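 active means activation above the average of all compounds screened plus 3 SD, cutoff fixed separately per campaign, cut at about 7.5% in these data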;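 further: 0% = DMSO wells and 100% = 10 µM SAHA wells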
ssDAF-12 act = S. stercoralis DAF-12 activation, primary screen | HEK293 ssDAF-12/GRIP1 lit1-tk-luc reporter, luminescence; % of 3 µM dafachronic acid response | activation, % at 6.8 µM | 1% of 370,000 active;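 active means activation above the mean over all tested compounds plus 3 SD, cut at about 0.9% in these data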;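 further: 0% = DMSO-only wells and 100% = 3 µM delta7-dafachronic acid wells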
PLCb3 inh = inhibitors of human phospholipase C beta3 | Q01970 | Purified PLC-beta3, fluorogenic substrate, fluorescence | inhibition, % at 12.2 µM | 0.18% of 370,000 active | AID 720704; in the data active means inhibition above about 11%;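 further: 0% = median of compound wells on plate and 100% = full blocker control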
* = called active by the depositor; i = inactive; . = no result given.

SMILES | DAX1 inh-1 | sPLA2-III inh | ADAM10 inh | ADAM17 inh | hcDAF12 agonist | DAX1 inh-2 | hgDAF-12 ag | PLC-gamma1 inh | FXN GAA850 act | ssDAF-12 act | PLCb3 inh
O=C(O)C(Cc1ccccc1)N=C(NS(=O)(=O)c1ccccc1)c1ccccc1 (centres undefined) | -0.1 | 6 | -19 | -4 | 1.2 | 0.8 | -2.2 | 1 | 1.6 | -1.0 | -2
CCOC(=O)N1CCN(C(=O)CS(=O)Cc2nc(-c3cccc(C)c3)oc2C)CC1 (centres undefined) | -1.3 | 2 | 2 | 4 | 0.2 | 0.4 | -4.3 | 9 | 1.5 | -0.6 | 8
O=C(CSc1nnc(-c2c[nH]c3ccccc23)n1CC1CCCO1)Nc1ccc2c(c1)OCCO2 (centres undefined) | -0.3 | -7 | 11 | -1 | -2.1 | -0.2 | 1.4 | 2 | -2.0 | -1.2 | 5
Cc1cnc(C(=O)OCC(=O)N2CC(C)CC(C)C2)cn1 (centres undefined) | 1.5 | 5 | -14 | -4 | -0.8 | 0.8 | 0.8 | -4 | 0.8 | -1.3 | -4
CC(=O)c1cccc(NC(=O)C2=CC(c3ccco3)=NS(=O)(=O)N2C)c1 | 1.3 | -2 | 0 | 2 | -2.7 | 1.6 | -6.3 | 0 | 2.9 | -1.8 | -3
Cc1nn(CC(=O)N2c3ccccc3NC(=O)C2(C)C)c(C)c1[N+](=O)[O-] | 0.7 | 7 | -6 | 1 | -0.8 | -2.6 | 0.5 | -1 | 0.2 | -0.7 | -4
COc1ccccc1NC(=S)N(CCN(C)C)C(C)c1ccncc1 (centres undefined) | 0.5 | 2 | 3 | 0 | 0.2 | 0.9 | -3.1 | 2 | 0.4 | -1.5 | -2
Cc1ccc(N2C(=S)SC3CS(=O)(=O)CC32)cc1 (centres undefined) | -0.2 | 3 | -3 | -1 | 1.2 | 1.3 | 0.2 | 3 | 0.5 | -1.6 | 0
CCC(NC(=O)COC(=O)C1CC2CCCC(C1)C2=O)c1ccc(Br)cc1 (centres undefined) | 0.3 | 9 | -5 | -4 | -0.3 | -0.4 | 0.9 | 3 | -0.1 | -0.8 | -2
Cc1ccc(NC(=O)N2CCC(=O)N2)cc1 | 1.0 | -4 | 0 | -2 | 1.4 | 1.6 | 9.2 | -1 | -2.3 | -0.8 | 0
O=C(COC(=O)c1ccccc1C(F)(F)F)NC(=O)NCc1ccco1 | 3.0 | -5 | -2 | -3 | 3.4 | 2.1 | 2.6 | -2 | -0.3 | -1.9 | -6
COc1cccc(CNCCOCCO)c1OC | 0.1 | 5 | -1 | 2 | 0.2 | 2.5 | -1.3 | 0 | 0.1 | -1.4 | 4
CCOC(=O)C1=Nc2cccc3c(O)ccc1c23 | 0.5 | -412 | -167 | -44 | 0.7 | . | 5.2 | -469 | . | -1.0 | i
Cc1ccc(NC(=O)Cn2cnc3c(oc4nc5c(cc43)COC(C)(C)C5)c2=O)cc1 | 0.2 | -1 | -18 | -5 | 0.8 | 0.1 | -2.6 | -7 | 0.9 | -1.8 | -4
Cc1cccc(C(=O)Oc2ccccc2/C=N/Nc2ccc([N+](=O)[O-])cc2)c1 | -0.1 | -2 | -7 | -1 | 0.2 | 0.8 | 1.2 | -3 | -1.8 | -0.5 | -3
O=c1[nH]c2ccccc2n1CCCOc1ccccc1 | -0.8 | -4 | 2 | -4 | -0.7 | 0.0 | 0.2 | 1 | 0.0 | -1.1 | 0
COc1ccccc1CC(=O)N1CCOCC1 | -0.1 | -1 | 3 | 1 | -0.7 | 2.2 | -0.8 | 3 | 0.5 | -0.9 | -1
CCOC(=O)C(NCc1ccco1)(NC(=O)c1ccc(OC)cc1)C(F)(F)F (centres undefined) | 1.1 | 0 | -2 | 0 | -1.5 | 1.1 | 0.5 | 1 | 0.1 | -1.0 | 0
COc1ccccc1C(C(=O)c1ccccc1)c1ccc(O)cc1 (centres undefined) | -1.7 | -27 | 14 | 3 | -1.4 | . | 1.1 | 2 | . | -1.1 | 0
Brc1ccc(C2=NC(Cc3ccccc3)CO2)cc1 (centres undefined) | 0.7 | 9 | -2 | -4 | 0.6 | 0.6 | 2.6 | 0 | 1.8 | -0.6 | -1
CN1CCN(C(c2ccccn2)c2cc(Cl)c3cccnc3c2O)CC1 (centres undefined) | -0.2 | 10 | 2 | 18* | 3.7 | 1.5 | -3.4 | -19 | 3.6 | -0.3 | -42
COCCCNC(=O)/C(C#N)=C1\N=C(NC(=O)c2cccs2)c2ccccc21 | -0.5 | -3 | 0 | -1 | -0.9 | 1.3 | 2.3 | -1 | 2.0 | -1.2 | -6
O=C(NCCC1=CCCCC1)c1ccc(-n2cncn2)c([N+](=O)[O-])c1 | 1.2 | 7 | -9 | -2 | 0.1 | -0.8 | 1.0 | 0 | -2.2 | -0.5 | -6
O=C(CSc1nc(-c2ccccc2)cs1)Nc1cccc([N+](=O)[O-])c1 | -0.2 | -18 | 14 | 8.7* | -2.7 | -1.4 | -0.5 | 6 | 3.9 | -1.4 | 0
CCOC(=O)C1Nc2ccc(C(=O)O)cc2C2C=CCC12 (centres undefined) | 0.2 | 0 | -5 | -2 | 2.7 | 0.5 | -1.6 | 2 | 0.2 | -1.4 | -15

Full records, quoted from the list. Order of values: DAX1 inh-1, sPLA2-III inh, ADAM10 inh, ADAM17 inh, hcDAF12 agonist, DAX1 inh-2, hgDAF-12 ag, PLC-gamma1 inh, FXN GAA850 act, ssDAF-12 act, PLCb3 inh
CCOC(=O)C1=Nc2cccc3c(O)ccc1c23 in the list: 0.5, -412, -167, -44, 0.7, ., 5.2, -469, ., -1.0, i
Cc1ccc(NC(=O)N2CCC(=O)N2)cc1 in the list: 1.0, -4, 0, -2, 1.4, 1.6, 9.2, -1, -2.3, -0.8, 0

(next part)
SMILES | DAX1 inh-1 | sPLA2-III inh | ADAM10 inh | ADAM17 inh | hcDAF12 agonist | DAX1 inh-2 | hgDAF-12 ag | PLC-gamma1 inh | FXN GAA850 act | ssDAF-12 act | PLCb3 inh
Cc1ccsc1/C=N/NC(=O)c1nnn(-c2nonc2N)c1C(C)C | -1.7 | -10 | 6 | 0 | -0.9 | 0.4 | 2.0 | 1 | -2.4 | -1.5 | -4
CCN(CC)C(=O)C(=O)Nc1ccc(OCc2ccccc2)cc1 | 0.1 | -8 | -6 | -2 | -1.2 | 0.5 | 12* | -2 | 3.8 | -1.0 | 1
c1ccc(-n2c(-c3ccncc3)nnc2N2CCOCC2)cc1 | 0.4 | 3 | 5 | 0 | -2.4 | -0.3 | 0.0 | -1 | 1.0 | -0.8 | 2
OCCNCc1cccc2ccccc12 | -0.5 | 3 | -3 | -1 | -2.2 | -0.3 | 0.7 | 1 | 0.0 | -1.3 | 2
O=C(CSc1nnc(CCCN2C(=O)c3cccc4cccc(c34)C2=O)n1-c1ccccc1)NCCCO | 0.9 | -11 | -214 | -51 | 1.3 | -1.1 | -2.9 | -16 | 1.6 | -1.2 | -14
Cn1c(Cc2ccccc2)nnc1SCCC(=O)Nc1ccccc1 | -0.4 | 0 | 2 | -3 | -0.9 | 0.8 | 1.4 | -3 | 0.0 | -1.0 | 1
CC(C)N1CCC(=NNC(=O)c2ccccc2[N+](=O)[O-])CC1 | 0.4 | -2 | -2 | 2 | -0.8 | 0.5 | 0.0 | 2 | 0.0 | -0.7 | -1
CC(C)(C)c1ccc(-c2nc3c(C#N)c(-c4ccc5c(c4)OCO5)ccn3n2)cc1 | 0.6 | 8 | -18 | -6 | 0.1 | -0.2 | 3.4 | -9 | 0.2 | -0.5 | -17
COc1ccc(Br)cc1CN(C)C(=O)c1ccncc1 | 0.5 | -2 | 1 | 0 | -2.1 | 1.1 | 1.4 | -1 | 1.7 | -0.7 | -4
CCc1ccc(CC2(O)CC(C)N(C)CC2C)cc1 (centres undefined) | -0.3 | 2 | -5 | -4 | -1.8 | 0.3 | -1.7 | -1 | 2.4 | -1.8 | 0
Cc1cc(Cl)cc2c(N=Nc3ccccc3C(=O)O)c(O)[nH]c12 | -0.3 | 0 | -5 | -3 | -0.8 | -0.9 | -2.1 | 0 | 2.0 | -1.2 | -10
CCc1ccc(OC)c(S(=O)(=O)N2CCN(C(=O)c3ccco3)CC2)c1 | 0.1 | -1 | -1 | 1 | -2.2 | -1.2 | -0.9 | 4 | 0.1 | -1.8 | 2
CC(=O)Nc1ccc(NC(=O)/C=C/c2ccccc2)cc1 | 0.2 | -6 | 0 | 1 | 0.6 | -2.3 | 3.0 | 3 | 3.3 | -0.7 | 6
CN(CC(=O)Nc1ccc(Cl)cc1)Cc1cc(=O)n2ccsc2n1 | -1.1 | 9 | -11 | -9 | -2.8 | -0.6 | -4.8 | -4 | 0.8 | -1.2 | -10
O/N=C/c1ccc(OCc2ccccc2)c(Cl)c1 | 2.1 | -11 | 5 | 3 | 3.7 | 5.0* | 15* | -3 | 5.2 | 1.4* | 0
CCOc1ccccc1-c1noc(CCC(=O)Nc2cccnc2)n1 | -0.2 | 3 | 2 | -4 | -0.7 | -0.6 | -0.6 | 2 | 0.1 | -0.9 | -3
NC(CO)c1csc(Nc2ccc(C(=O)c3ccccc3)cc2)n1 (centres undefined) | -0.7 | 8 | -14 | 0 | 0.8 | . | 2.8 | -89 | 0.1 | -0.7 | -103
O=C1N[C@@H](c2ccccc2)COC(=O)[C@H](Cc2ccc(F)cc2)CC/C=C/C[C@@H]1CC(=O)N(CCO)Cc1ccccc1 | 0.8 | -7 | 10 | 2 | -2.1 | -0.7 | -0.8 | 6 | -1.3 | -0.9 | 11
Cc1ccc(NC(=O)c2cc(C)nc3ccccc23)c(C)c1 | -0.4 | 0 | -4 | -2 | -1.0 | -0.2 | -0.7 | 2 | -0.6 | -0.5 | -6
CCN(CC)S(=O)(=O)c1cccc(NC(=S)NC(=O)/C=C/c2ccc(S(=O)(=O)N3CCOCC3)cc2)c1 | 0.5 | 1 | 0 | 1 | -0.9 | -1.2 | 3.6 | 0 | 0.8 | -1.8 | 3
CC(C)(C)C(=O)Nc1cc(S(=O)(=O)Nc2ccc(Cl)cc2)ccc1Cl | -0.5 | -28 | 1 | 2 | -2.0 | 1.9 | -4.7 | 4 | -0.1 | -1.1 | -3
CCOC(=O)N1CCC(NC(=O)C(Cc2ccccc2)NC(=O)c2ccco2)CC1 (centres undefined) | -0.3 | -2 | -4 | -5 | -1.8 | -0.1 | -1.3 | -1 | -2.4 | -1.5 | -1
Cc1ccc(N2C(=O)CS/C2=N\C(=S)Nc2ccccc2)cc1 | -0.3 | -11 | 9 | -4 | 3.6 | . | 0.0 | 6 | 0.7 | -0.7 | 2
COc1ccccc1CNC(=O)[C@H](C)NC(=O)C1CCN(C(=O)[C@@H]2CCCN2C(=O)OC(C)(C)C)CC1 | -1.1 | 9 | -5 | 2 | 0.4 | -0.2 | 1.6 | 4 | -0.1 | -0.5 | 8
Cc1cc(C)c(C#N)c(SCC(=O)Nc2ccc(S(=O)(=O)Nc3ncccn3)cc2)n1 | 2.2 | 9 | -34 | -12 | 0.0 | 0.0 | -1.6 | -43 | -0.1 | -1.1 | -53
O=C1NC(=Nc2ccccc2Cl)S/C1=C\c1cccc([N+](=O)[O-])c1 | -0.4 | -23 | 9 | 3 | -0.7 | -1.0 | -1.9 | 0 | 2.7 | -0.3 | -5
O=S(=O)(NCC(c1cccnc1)N1CCOCC1)c1cccs1 (centres undefined) | 0.4 | 1 | -1 | 1 | -1.4 | 0.1 | 1.6 | 4 | 0.0 | -1.3 | 0
